# APEX1 inh: APE1 (human) endonuclease inhibition. recombinant APE1, TAMRA/BHQ-2 abasic DNA cleavage fluorescence. 350,000 compounds, 0.35% hits. Potency, µM (doses to about 65.8 µM), for inactives: at the top dose activity change, negative = inhibition, hits mostly inhibitors. P27695;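 also: potency is read from the fitted curve at half-maximal effect; plate controls were vehicle for no effect and reference inhibitor for full effect; nearly all actives have a fitted effect of over 55% in size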
# Target sequence (P27695 whole entry, looked up): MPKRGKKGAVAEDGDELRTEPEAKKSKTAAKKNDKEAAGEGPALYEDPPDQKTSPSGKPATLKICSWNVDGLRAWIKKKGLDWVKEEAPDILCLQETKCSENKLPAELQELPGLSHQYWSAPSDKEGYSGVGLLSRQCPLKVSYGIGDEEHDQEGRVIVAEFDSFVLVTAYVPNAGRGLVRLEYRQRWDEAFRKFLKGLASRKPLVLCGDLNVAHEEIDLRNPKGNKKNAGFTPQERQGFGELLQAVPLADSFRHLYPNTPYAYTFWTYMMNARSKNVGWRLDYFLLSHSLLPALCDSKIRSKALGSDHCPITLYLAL
#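 0.75 nM APE1 + cpd, 15 min RT; start w/ 50 nM TAMRA/BHQ-2 THF-abasic dsDNA; kinetic fluor 525/598 nm ×3 reads @60 s; Δ(read3−read1); normalized to DMSO and NSC13755 control wells.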
# LDHA inh: blocks human lactate dehydrogenase A. purified LDHA, NADH/diaphorase-resazurin fluorescence; stronger effect = lower value. activity change, % (values are at about 110 or 230 µM). 480,000 compounds, 0.15% hits. AID 1347041; in the data active = activity change below about -30%; inconclusive = mostly about -25% to -30%;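 also: plate controls were DMSO wells for no effect and wells without enzyme for full effect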
#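 Human LDH5 (2 nM) was incubated with 0.06 mM NADH and 0.2 mM pyruvate for 5 min at room temperature in Tris pH 7.4. Remaining NADH was coupled through diaphorase/resazurin, and resorufin fluorescence was read at 0 and 20 min.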
# ERG Ets-DNA blk: blocks human ERG Ets domain binding to DNA; P11308; 370,000 compounds, 0.028% hits; fluorescence polarization, His-ERG Ets domain / labelled DNA; Potency, µM (top dose mostly 76.9 µM), inactives show at the top dose FP activity, negative = inhibition, actives largely listed as inhibitors; active = well fitted inhibition curve with a large enough effect in the polarisation, with a control signal flat; inconclusive = small, poorly fitted or top-dose-only effect, or effect the other way, or a change in a side signal; inactive = no such curve, though single readings can be large or run the other way; the % refers to the polarisation;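 also: polarization taken with two DNA probes labelled with fluorescein and Texas red; potency is read from the fitted curve at half-maximal effect; % of control where 0% means no effect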
#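 His-tagged ERG Ets domain (1 uM in the protein solution; 300mM KCl, 50mM Tris-HCl, 1mM EDTA, 1mM DTT, pH 7.5) received compound, then a probe mix of 5 nM fluorescein-DNA and 100nM Texas-615-DNA. Fluorescence polarization was read for both dyes.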
# POLH inh: blocks human DNA polymerase eta activity; Q9Y253; recombinant Pol eta, fluorescent DNA replication assay; Potency, µM (highest dose often 114 µM), for the others: at the top dose activity change, negative = inhibition, hits mostly inhibitors; 390,000 compounds, 1.2% hits; also: potency is read from the fitted curve at half-maximal effect; % is scaled to controls: 0 for no effect and ±100 for the full control effect
# Target sequence (Q9Y253 whole entry, looked up): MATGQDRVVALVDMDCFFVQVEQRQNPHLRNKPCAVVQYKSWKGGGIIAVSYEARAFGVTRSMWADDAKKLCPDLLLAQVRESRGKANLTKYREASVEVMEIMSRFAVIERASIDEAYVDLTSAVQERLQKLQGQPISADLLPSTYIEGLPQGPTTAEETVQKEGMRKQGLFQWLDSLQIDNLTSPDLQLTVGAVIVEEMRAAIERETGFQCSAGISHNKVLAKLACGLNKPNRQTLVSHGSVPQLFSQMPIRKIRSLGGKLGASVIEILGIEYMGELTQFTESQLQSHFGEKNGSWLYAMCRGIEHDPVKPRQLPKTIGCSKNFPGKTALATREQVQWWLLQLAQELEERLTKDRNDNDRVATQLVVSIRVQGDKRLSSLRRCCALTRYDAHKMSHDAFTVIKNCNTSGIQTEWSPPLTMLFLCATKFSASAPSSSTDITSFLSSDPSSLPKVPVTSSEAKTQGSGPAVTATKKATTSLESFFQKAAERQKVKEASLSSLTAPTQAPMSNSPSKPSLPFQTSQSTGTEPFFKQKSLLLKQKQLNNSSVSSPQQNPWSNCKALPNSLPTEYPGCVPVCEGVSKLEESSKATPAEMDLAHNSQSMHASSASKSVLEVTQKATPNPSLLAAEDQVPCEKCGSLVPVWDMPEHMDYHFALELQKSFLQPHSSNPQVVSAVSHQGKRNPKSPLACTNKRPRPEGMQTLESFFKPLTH
#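 Pol eta (10 nM) was preincubated with compounds for 15 min at room temperature, after which fluorescent replication substrate (50 nM final) was added to start the reaction. Fluorescence was read kinetically at 0 and 10 min.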
# RGS4 inhibitor: blocks human RGS4-accelerated GTP hydrolysis. P49798. Potency, µM (series often up to 114 µM), without a hit: at the highest dose activity change, negative = inhibition, usual class: inhibitors. 390,000 compounds, 0.039% hits. AID 504845. Transcreener GDP fluorescence polarization, RGS4-accelerated GTP hydrolysis; also: potency is read from the fitted curve at half-maximal effect; % is scaled to controls: 0 for no effect and ±100 for the full control effect; nearly all actives have a fitted effect of over 75% in size; some results filed as inactive show a strong effect at the top dose
#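 MLSMR compounds (23 nl, pin-transferred) preincubated 10 min at room temperature with a 500nM (2x) first reagent, then RGS4 at 900nM (2x) plus Transcreener GDP mix added; fluorescence polarization (620/688 nm) read before and after 90 min at 30 °C.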
# Anesthetic bind: binds horse apoferritin like a general anesthetic; P02791; apoferritin/1-aminoanthracene competitive binding, fluorescence; Potency, µM (highest dose often 77.5 µM), inactives show at the highest dose activity change, negative = displacement, usual class: inhibitors; 350,000 compounds, 0.074% hits; also: potency is read from the fitted curve at half-maximal effect; % is scaled to controls: 0 for no effect and ±100 for the full control effect; nearly all actives have a fitted effect of over 20% in size
#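 Apoferritin-based anesthetic binding model; compound displacement of fluorescent 1-AMA measured as endpoint fluorescence after 10 minutes at room temperature, scaled to free-ligand and complex controls.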
# POLK inh: blocks human DNA polymerase kappa activity; purified Pol kappa, fluorescent DNA synthesis assay, 10 min; Q9UBT6; Potency, µM (highest dose often 107 µM), for the others: at the highest dose activity, negative = inhibition, most hits filed as inhibitors; AID 588579; 400,000 compounds, 0.53% hits; also: potency is read from the fitted curve at half-maximal effect; % is scaled to controls: 0 for no effect and ±100 for the full control effect
#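 Inhibition of 10 nM Pol kappa is measured by a fluorescent read-out at 0 and 10 min following addition of 50 nM substrate (final), with a 15-min room-temperature compound preincubation.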
# Pol beta inh: blocks human DNA polymerase beta activity; Potency, µM (series often up to 114 µM), for the others: top-dose activity change, negative = inhibition, actives largely listed as inhibitors; Pol beta primer extension/strand displacement, fluorescence kinetic; P06746; 340,000 compounds, 1.3% hits; AID 485314; also: potency is read from the fitted curve at half-maximal effect; % is scaled to controls: 0 for no effect and ±100 for the full control effect
#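 Pol beta (10 nM) and compounds were preincubated 15 min at room temperature, then 50 nM substrate (final) started primer extension/strand displacement. Reads were taken at 0 and 10 min; concentration-response data were fitted to a four-parameter Hill equation.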
# 12-LOX inh: blocks human arachidonate 12S-lipoxygenase; P18054; purified 12hLO, xylenol orange hydroperoxide absorbance; Potency, µM (doses to about 108 µM), without a hit: at the highest dose activity change, negative = inhibition, actives largely listed as inhibitors; 580,000 compounds, 1.1% hits; AID 1671190; also: potency is read from the fitted curve at half-maximal effect; % is scaled to controls: 0 for no effect and ±100 for the full control effect
#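 Hydroperoxide product was detected by ferrous iron/xylenol orange as the 573 to 405 nm absorbance ratio. Arachidonic acid at 40 uM (final) was turned over for 30 min at room temperature by 150 nM human 12hLO, pH 7.0 Hepes buffer, after 15 min compound preincubation.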
# * = called active by the depositor; i = inactive; ? = inconclusive; nt = not tested or not shown; & = joins results of further samples; [ ] = dose if it differs, or a comment. Unless noted, calls follow the shape of the dose curve; as a rule, active = well fitted curve in the direction sought with a large enough effect; inconclusive = small, poorly fitted or top-dose-only effect, or another doubt; inactive = no such curve, though single readings can be large; an effect the other way counts as inactive or inconclusive.
# Results follow in this order: APEX1 inh	LDHA inh	ERG Ets-DNA blk	POLH inh	RGS4 inhibitor	Anesthetic bind	POLK inh	Pol beta inh	12-LOX inh
- CC(C)(C)c1ccc(C(=O)NCCC(=O)NNC(=O)COc2ccccc2F)cc1
    6%	-2	-7%	-15%	-12%	nt	-16%	nt	4%
- Cn1cc(/C=C/c2cc[n+](C)cc2)c2cc(Cl)ccc21
    -31%	14	7%	-21%	-27%	66%[activator]	-7%	?	1%
- O=C(N/N=C/c1ccc2c(c1)OCO2)c1cc2ccccc2o1
    ?	-3	4%	-1%	14%	8%	-15%	?	3%
- COc1cc(OC)c2c(-c3cccc(-c4ccc(N(C)C)cc4)c3)cc(=O)oc2c1
    11%&-4%	0	-7%	-7%	4%	0%[110 µM]	5%	nt	-40%
- CCSc1nsc(NC(=O)Nc2cccc(OC)c2)n1
    6%	-1	8%	-5%	2%	-16%	-15%	-25%	?
- COc1ccc(C2NCCO2)cc1OC (centres undefined)
    -1%	-15	-7%	3%	13%[56.9 µM]	-7%	-8%	14%	0%
- COc1ccc(C2CC(c3ccccc3)=NN2C(=O)c2ccc(Cl)c([N+](=O)[O-])c2)cc1 (centres undefined)
    -4%	-5	-16%	-5%	12%	-17%	-17%	11%	-5%
- Clc1ccc(-c2nc(NCCCN3CCOCC3)c3ccccc3n2)cc1
    -6%	-7	-4%	-8%	-4%	-10%	-2%	-10%	-84%
- Cc1ccccc1S(=O)(=O)Cc1ccc(C(=O)NCCN2CCN(Cc3ccccc3)CC2)o1
    -1%	-4	8%	-21%	-13%	-10%	-2%	-7%	-11%
- Cc1ccc(C(=O)NCc2ccccn2)cc1Cl
    18%	-4	-6%	-7%	-54%	-11%	5%	14%	0%
- CCCN1CCN(CCCNC(=O)CCN2C(=O)COc3ccccc32)CC1
    -5%	-3	12%	0%	23%	-5%	0%	20%	10%
- CC1CCN(S(=O)(=O)c2ccc(C(=O)OC(C)C(=O)N(C)C3CCCCC3)cc2)CC1 (centres undefined)
    -4%	-9	-5%	2%	-5%	nt	0%	nt	-27%
- CC1CCCN(C(=O)C2CCN(c3nc(-c4ccccc4)nc4c3CCC4)CC2)C1 (centres undefined)
    10%	-1	-21%	-16%	-3%	-23%	-3%	-7%	i
- Cc1cc(C)n(-c2cc(N3CCN(S(=O)(=O)c4ccc(C)c(C)c4)CC3)ccc2[N+](=O)[O-])n1
    2%	-6	-4%	-15%	20%	-20%	5%	86%	0%
- COC(=O)COc1ccc2c(=O)c(-c3ccccc3OC)coc2c1
    5%	-13	-9%	12%	13%	-9%	-7%	7%	0%
- Cc1cc(C(=O)NN)n[nH]1
    5%	-2	-5%	-14%	-1%	-4%	0%	3%	i
- O=[N+]([O-])c1ccccc1/C=C/C=N/n1c(-c2ccccc2F)n[nH]c1=S
    0%	-4	-5%	4%	3%	-6%	-6%	0%	-28%
- COc1ccc(CCC(=O)NCCOc2ccc(C)cc2)cc1
    1%	2	9%	-4%	-3%	3%	-16%	16%	11%
- CC(C)Cn1c(N)c(C(=O)COC(=O)c2ccccc2Cl)c(=O)n(C)c1=O
    -3%	-2	-6%	-21%	-2%	-15%	-5%	5%	119%[activator]
- Cc1cc(C)cc(N(C(=O)Cc2cccs2)C(C(=O)NC2CCCCC2)c2ccccn2)c1 (centres undefined)
    16%	0	-12%	-7%	-20%	-14%	-9%	6%	-43%

# Results follow in this order: APEX1 inh	LDHA inh	ERG Ets-DNA blk	POLH inh	RGS4 inhibitor	Anesthetic bind	POLK inh	Pol beta inh	12-LOX inh
- O=C(Nc1ccc(Br)cc1)C1CCCN(S(=O)(=O)c2ccc(Br)s2)C1 (centres undefined)
    nt	-17	7%	-4%	27%	6%	0%	7%	?
- CCOc1ccccc1CNc1nc2nc(C)cc(C)n2n1
    nt	-5	-10%	7%	15%	-5%	-2%	-5%	-20%
- O=C(COc1ccc2c3c(c(=O)oc2c1)CCC3)NCC(O)c1ccccc1 (centres undefined)
    8%	0	6%	3%	25%	-6%	-4%	1%	0%
- COc1cccc(CN(C)CC(=O)Nc2cc3oc4ccccc4c3cc2OC)c1
    -2%	4	2%	-23%	-6%	32%[activator]	-5%	-2%	10%
- CC12CC(NC(=O)N1c1cccc(C(=O)Nc3ncn[nH]3)c1)c1ccccc1O2 (centres undefined)
    4%	-2	-1%	-12%	1%	71%[activator]	-11%	1%	-17%
- CC(NC(=O)c1ccccc1)c1nnc(SCC(=O)Nc2nnc(C3CC3)s2)n1C (centres undefined)
    41%	0	8%	1%	9%	nt	15%	nt	9%
- CCCN(C(=O)CCl)C1=CCCCC1
    ?	1	9%	-5%	-2%	-4%	-8%	16%	-10%
- O=C(CCn1cnc2ccccc2c1=O)Nc1ccc(Cl)c(Cl)c1
    -6%	-5	-3%	-15%	-3%	-6%	5%	-1%	0%
- CC(C)(C)NC(=O)C(c1ccc(F)cc1)N(Cc1ccco1)C(=O)c1csnn1 (centres undefined)
    -1%	-6	-1%	-2%	1%	-12%	0%	0%	9%
- Cc1ccc2nc3sc(C(=O)NCc4ccco4)c(N)c3cc2c1
    -2%	2	2%	?	2%	-9%	-6%	?	349%[activator]
- O=C(CCl)Nc1ccc(N=Nc2ccccc2)cc1
    8%	-1	1%	-21%	-23%	-9%	3%	-6%	?
- COc1ccccc1NCC(=O)c1ccc(Cl)cc1
    12%	2	7%	?	-16%	?	-3%	89µM*	?
- OCCNc1nc(Nc2ccc(Cl)cc2)nc(N2CCCC2)n1
    nt	-8	nt	-11%	16%	nt	-14%	nt	-26%
- COc1cc2c(cc1NC(=O)c1cccnc1)oc1ccccc12
    -1%	-4	-1%	4%	-14%	0%	-2%	1%	0%
- O=C1C2C(C(=O)N1c1ccncc1)C1C=CC2C12CC2 (centres undefined)
    1%	-1	-1%	-6%	-37%	-22%	-6%	30%	0%
- O=C(COC(=O)C1C2CC3OC(=O)C1C3C2)Nc1ccccc1 (centres undefined)
    -3%	-4	-8%	7%	4%	2%	-15%	6%	2%
- CC1CC(NC(=O)c2c(O)nc3sccn3c2=O)CC(C)(C)C1 (centres undefined)
    -41%	4	-8%	-16%	-25%	nt	-7%	nt	-15%
- CCc1cc(=O)oc2cc(C)cc(OCC(=O)N[C@@H](CSCc3ccccc3)C(=O)O)c12
    9%	-6	1%	-10%	10%	-13%	-7%	10%	40%
- CN(C(=O)COc1ccc2ccc(=O)oc2c1)C1CCS(=O)(=O)C1 (centres undefined)
    70%[activator]	2&4	3%	-10%	-5%	1%	15%	34%	-11%&-1%
- O=c1c2ccccc2nc(/C=C/c2ccc(Br)cc2)n1CCO
    nt	-3	3%	-4%	3%	nt	-8%	nt	nt

# Results follow in this order: APEX1 inh	LDHA inh	ERG Ets-DNA blk	POLH inh	RGS4 inhibitor	Anesthetic bind	POLK inh	Pol beta inh	12-LOX inh
- CCOc1ccc(OCC)c(Nc2cc(C)nc3nc(C)nn23)c1
    -1%	2	-10%	-20%	?	-5%	-21%	-3%	?
- COc1ccc([N+](=O)[O-])cc1N(CC(=O)NCCC1=CCCCC1)S(C)(=O)=O
    0%	-2	0%	-9%	-4%	-4%	-4%	40%	4%
- CCCCN(C)CCCNC(=O)CN1N=C(c2ccc(OC)cc2)CCC1=O
    nt	-4	-4%	11%	-14%	-3%	-22%[60.1 µM]	-1%	-10%
- CC1=CS(=O)(=O)CC1Sc1nc2ccccc2[nH]1 (centres undefined)
    13%	-3	nt	-2%	15%	-6%	-4%	10%	?
- COc1ccc(NC(=O)c2c(NC(=O)CCC(=O)O)sc3c2CCCCC3)cc1
    -4%	-2	-1%	-3%	-6%	-6%	3%	1%	-10%
- CN1CCN(C(CNC(=O)C(=O)Nc2ccc3c(c2)OCO3)c2ccc(F)cc2)CC1 (centres undefined)
    -6%	-9	6%	-15%	2%	nt	-8%	nt	?
- CCCCOc1ccc(C2C(=O)N(C3CCCCC3)CC(=O)N2C2CCCCC2)cc1 (centres undefined)
    nt	-10	0%	-9%	14%	-12%	-2%[60.1 µM]	16%	-24%
- O=C(CCC(=O)OCC(=O)c1ccc(-c2ccccc2)cc1)Nc1cccc2cccnc12
    2%	-3	-7%	-11%	-17%	?	2%	6%	-24%
- CCn1c(C)nc2cc(C(=O)OC(C(F)(F)C(F)F)C(F)(F)C(F)F)ccc21
    -2%	6	nt	?	-12%	?	-14%	2%	19%
- COc1cc([N+](=O)[O-])c2nc(C(=O)O)ccc2c1
    nt	-4	nt	3%	3%	nt	-9%	nt	-4%
- CCCNS(=O)(=O)c1ccc(OCC(=O)N(C)Cc2ccccc2)cc1
    16%	-3	-2%	0%	3%	-6%	-11%	39%	0%
- CC(C)CN(C(=O)CN(C)CC(=O)Nc1ccccc1C#N)c1c(N)n(CC(C)C)c(=O)[nH]c1=O
    11%	-2	5%	-15%	12%	nt	-7%	nt	-4%
- CCOc1ccc(CNC(=O)c2ccc3c(c2)N(CC)CCS3)cc1
    23%	-1&3	3%&7%	-22%	-15%&8%	245%&41%[activator]	-6%&9%	-25%&5%	-4%&-18%
- Cc1ccc(CNc2oc(-c3cccs3)nc2C#N)cc1
    -2%	-10	nt	-3%	23%	-7%	-13%	11%	?
- COc1cccc(N2CCN(CC(=O)c3c[nH]c4ccc(OC)cc34)CC2C)c1 (centres undefined)
    5%	10	-1%	-9%	-11%	?	-1%	1%	?

# Screening data (PubChem BioAssay)

# These rows are one share of the data, so the mix of outcomes need not match the whole.
